TDP-43 yeast inh: qHTS of TDP-43 Inhibitors; 410,000 compounds, 1.8% hits; AID 652104, 2013; TDP-43 expressing yeast growth rescue, BacTiter-Glo, 24 h; Potency, µM (titrated, usually from 46.1 µM), without a hit: at the top dose growth rescue (activation), most hits filed as activators; also: potency is read from the fitted curve at half-maximal effect; % of control where 0% means no effect; nearly all actives have a fitted effect of over 50% in size
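Galactose-induced TDP-43 yeast, OD600=0.02, compound pinned; 24 hr, 30 deg C; BacTiter-Glo luminescence for growth. Inhibitors of TDP-43 toxicity read as activators.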
FUS suppressor: qHTS for Suppressors of FUS Proteinopathy: Primary screen using FUS-linked yeast assay | 390,000 compounds, 0.24% hits | Potency, µM (highest dose often 76.6 µM), without a hit: at the highest dose growth rescue (activation), actives largely listed as activators | AID 1347120, 2019 | S. cerevisiae FUS-expressing, growth rescue, OD600, 24 h;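 also: potency is read from the fitted curve at half-maximal effect; plate controls were DMSO vehicle for no effect and reference control for full effect; nearly all actives have a fitted effect of over 55% in size; some results filed as inactive show a strong effect at the top dose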
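FUS-expressing yeast, raffinose-pregrown, induced in 2% galactose minimal medium at OD 0.005; compounds in a dilution series, 24hr at 30C. Growth restoration read as absorbance at 600 nm. CP55940 positive control, DMSO negative.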
pAkt inh: HTS Assay for Inhibitors of Akt Phophorylation: Primary Screen. Neuro2A IGF-stimulated pAkt S473 HTRF, 20 min; active compounds read low. activity change, % for hits at 50 µM. 360,000 compounds, 0.32% hits; in the data active = activity change below about -80%; inconclusive = mostly about -51% to -80%; also: % is scaled to controls: 0 for no effect and ±100 for the full control effect
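Single-point screen (50 µM final compound) in Neuro2A cells stimulated 20 min with 6 nM IGF at 37 deg C. After lysis, Ser473-phosphorylated Akt read by HTRF (ex 330 nm, em 615/665 nm) as the 665/615 ratio.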
aSyn rescue: qHTS of alpha-syn Inhibitors. Yeast expressing alpha-synuclein, growth rescue, BacTiter-Glo, 24 h. Potency, µM (top dose mostly 46.1 µM), without a hit: top-dose growth rescue (activation), hits mostly activators. 370,000 compounds, 0.14% hits. AID 652106, 2013; also: potency is read from the fitted curve at half-maximal effect; % of control where 0% means no effect; nearly all actives have a fitted effect of over 65% in size
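Readout is rescue of growth in alpha-synuclein-expressing yeast, so inhibitors of toxicity appear as activators. Growth after 24 hr at 30 deg C in galactose medium is quantified by luminescence.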
GLP-1R inv ag: qHTS of GLP-1 Receptor Inverse Agonists (Inhibition Mode); Glucagon-like peptide 1 receptor (Homo sapiens), P43220; HEK293 GLP-1R CRE-luciferase, luminescence, 24 h; GLP-1R form is constitutively active; Potency, µM (doses to about 38.3 µM), for the others: at the highest dose activity change, negative = inhibition, usual class: inhibitors; 410,000 compounds, 1.6% hits; AID 624417, 2012; also: potency is read from the fitted curve at half-maximal effect; % is scaled to controls: 0 for no effect and ±100 for the full control effect; nearly all actives have a fitted effect of over 55% in size
Target sequence (P43220 whole entry, looked up): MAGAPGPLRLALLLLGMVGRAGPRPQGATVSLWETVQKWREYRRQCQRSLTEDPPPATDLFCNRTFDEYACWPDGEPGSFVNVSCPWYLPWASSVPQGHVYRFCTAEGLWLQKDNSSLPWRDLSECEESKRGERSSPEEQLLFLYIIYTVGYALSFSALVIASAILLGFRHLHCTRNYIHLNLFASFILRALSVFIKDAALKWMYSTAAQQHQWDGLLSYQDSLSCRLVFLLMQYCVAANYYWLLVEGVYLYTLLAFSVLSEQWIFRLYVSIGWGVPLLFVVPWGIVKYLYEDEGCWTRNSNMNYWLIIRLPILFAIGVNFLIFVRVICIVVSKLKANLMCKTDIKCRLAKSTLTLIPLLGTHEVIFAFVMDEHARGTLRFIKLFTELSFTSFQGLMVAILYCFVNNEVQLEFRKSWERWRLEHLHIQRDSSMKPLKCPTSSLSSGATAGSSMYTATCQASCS
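Stable HEK293 clone (constitutively active GLP-1R + cAMP-response luciferase); 200 cells/uL plated, 12 h pre-culture, compound 24 hr, 37 deg C/5% CO2; detection reagent 12 min RT; luminescence.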
GLP-1R agonist: qHTS of GLP-1 Receptor Agonists | AID 624172, 2012 | Potency, µM (top dose mostly 45.6 µM), for inactives: at the highest dose activation, hits mostly activators | 380,000 compounds, 0.007% hits | HEK293 GLP-1R CRE-luciferase, luminescence, 4-6 h; cells express a hypersensitive GLP-1R form; also: potency is read from the fitted curve at half-maximal effect; % of control where 0% means no effect
Abeta yeast res: qHTS for compounds that reverse cellular toxicity of Amyloid beta (A-beta) peptide in yeast: Primary Screen | yeast expressing A-beta42, growth rescue, OD600, 48 h; response scale: 0% DMSO, 100% iron-clioquinol control | Potency, µM (titrated, usually from 46.1 µM), for inactives: at the top dose growth rescue, usual class: activators | 410,000 compounds, 0.063% hits | AID 1347071, 2019; also: potency is read from the fitted curve at half-maximal effect; nearly all actives have a fitted effect of over 55% in size
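Yeast growth medium received pinned compounds, then yeast cells expressing toxic A-beta were added; plates incubated at 30 C for 48 hr. Growth read as absorbance at 600 nm, normalized to DMSO and equimolar FeCl3 plus clioquinol controls.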
DRD3 antagonist: qHTS of D3 Dopamine Receptor Antagonist: qHTS; D(3) dopamine receptor (Homo sapiens), P35462; AID 652054, 2013; max response, negative = inhibition, %; D3R cells, DiscoveRx beta-arrestin luminescence, antagonist mode; active compounds read low; 360,000 compounds, 2.5% hits; in the data active = max response below about -50%; inconclusive = no clear call, values can overlap the other calls; also: % is scaled to controls: 0 for no effect and ±100 for the full control effect; mostly tested at two doses, the higher about 12 µM
Target sequence (P35462 whole entry, looked up): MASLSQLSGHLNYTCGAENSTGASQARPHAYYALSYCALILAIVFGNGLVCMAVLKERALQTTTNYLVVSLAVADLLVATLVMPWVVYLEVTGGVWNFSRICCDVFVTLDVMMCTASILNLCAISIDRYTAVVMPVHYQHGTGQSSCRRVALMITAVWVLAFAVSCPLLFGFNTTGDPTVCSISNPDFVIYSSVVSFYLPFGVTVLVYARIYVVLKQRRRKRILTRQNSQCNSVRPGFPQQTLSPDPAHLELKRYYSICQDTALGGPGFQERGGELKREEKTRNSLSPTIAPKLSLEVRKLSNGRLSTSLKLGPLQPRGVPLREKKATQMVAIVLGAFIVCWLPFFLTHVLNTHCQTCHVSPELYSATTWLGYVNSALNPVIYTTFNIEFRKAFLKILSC
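Cells expressing the human receptor were seeded at 1500 cells/well, incubated overnight at 37 degrees C in 5% CO2, then exposed to library compounds with dopamine controls for 90 minutes at 37 degrees C before luminescent detection.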
PTHR1 ag: qHTS for PTHR1 Agonists: Primary Screen. HEK293 GP2 PTHR1 cells, GloSensor cAMP luminescence, 1 h. AID 743266, 2014. Parathyroid hormone/parathyroid hormone-related peptide receptor (Homo sapiens), Q03431. Potency, µM (highest dose often 115 µM), for the others: top-dose activation, hits mostly activators. 410,000 compounds, 0.075% hits; also: potency is read from the fitted curve at half-maximal effect; nearly all actives have a fitted effect of over 55% in size; some results filed as inactive show a strong effect at the top dose; inactives centre near -15; many of its hits are not listed in these tables
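HEK-293-derived GP2 cells expressing PTHR1 and a GloSensor cAMP reporter, 3,000/well, plated overnight, given luciferin plus IBMX (each 0.5 mM as added) for 1 h at 37 °C, then compound for 1 h at 37 °C. Luminescence was read after 15 min at room temperature.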
Numbers without * were called inactive; i = inactive; ? = inconclusive; . = not tested or not shown; [ ] = dose if it differs, or a comment. Unless noted, calls follow the shape of the dose curve; as a rule, active = well fitted curve in the direction sought with a large enough effect; inconclusive = small, poorly fitted or top-dose-only effect, or another doubt; inactive = no such curve, though single readings can be large; an effect the other way counts as inactive or inconclusive.

SMILES	TDP-43 yeast inh	FUS suppressor	pAkt inh	aSyn rescue	GLP-1R inv ag	GLP-1R agonist	Abeta yeast res	DRD3 antagonist	PTHR1 ag
CC1(C)CC(=O)C2=C(C1)NC(=O)NC2c1ccc([N+](=O)[O-])cc1 (configuration not stated)	-6%	-40%	i	-6%	15%	0%	-7%	17	-8%
COC(=O)CCc1c(COC(C)=O)[nH]c(C(=O)OCc2ccccc2)c1C	11%	3%	i	4%	0%	20%	11%	1	i
CCOC(=O)[C@H]1[C@H]2COc3ccc(Cl)cc3[C@@H]2N2C(=O)c3ccc(F)cc3NC(=O)[C@@]12C	45%	-18%	i	2%	?	-1%	27%	-16	-50%[inhibitor]
COc1ccc(OC)c(C(=O)CN2C(=O)N(c3cc(C)cc(C)c3)S(=O)(=O)c3ccccc32)c1	20%[9.22 µM]	?	.	.	-15%	.	6%	.	-6%
CC(C)N(C(=O)[C@H]1C[C@H](CC(=O)NCCCN(C)C)C(=O)N2CCc3c([nH]c4ccc(Cl)cc34)[C@]12C)C(C)C	4%	10%	i	1%	?	-2%	-6%	-3	-16%
Cc1ccc(-c2nc3c(c(=O)c4ccccc4n3C)c(=O)n2-c2ccc(F)cc2)cc1	-26%	3%	i	-5%	-1%	6%	-24%	-20	i
CC(=O)Nc1ccc(CN2CCc3c([nH]c4ccccc34)C2c2ccccn2)cc1 (configuration not stated)	-8%[0.397 µM]	7%	i	1%	?	12%	-1%	-4	i
CCOc1ccc(C2CC(=O)N(Nc3ccc([N+](=O)[O-])cc3[N+](=O)[O-])C2=O)cc1 (configuration not stated)	-10%	-4%	i	1%	29%	-1%	-5%	?	-20%
Cc1ccccc1-c1nc(NCCN(C)C)nc2ccsc12	-8%	-14%	i	1%	19%	-1%	1%	?	2%
O=C(NC1CC1)c1cc(Cl)ccc1[N+](=O)[O-]	1%	8%	i	-4%	-7%	-12%	5%	7	i
O=C(C1CCCN(S(=O)(=O)c2cc(Cl)ccc2Cl)C1)N1CCOCC1 (configuration not stated)	23%	-9%	i	11%	-9%	-2%	-1%	-4	i
CCOc1ccc(N(C(C)C(=O)NN=C2CCCCCCC2)S(C)(=O)=O)cc1 (configuration not stated)	-13%	.	i	-15%	3%	3%	24%	0	i
O=C1NC[C@H](CCCCN2CCN(CCC3CCCCC3)C(=O)C2=O)N(CCc2ccccc2)C1=O	13%	12%	i	0%	4%	2%	3%	3	i
O=c1c(-c2ccco2)[n+]([O-])c2ccccc2n1OCc1ccccc1[N+](=O)[O-]	-15%	-6%	i	0%	49%[activator]	18%	6%	2	-11%
Cc1ccc(N(C(=O)CNC(=O)c2ccco2)C(C(=O)NC2CCCC2)c2ccncc2)cc1C (configuration not stated)	6%	-5%	i	2%	12%	1%	1%	14	0%
CCOC(=O)N1CCN(C(=O)CSc2nnc(-c3cc(OC)cc(OC)c3)o2)CC1	13%	-5%	i	5%	-7%	-1%	30%	-24	-7%
CCN(CC)S(=O)(=O)c1cc(C(=O)OCC(=O)Nc2cccc(Br)c2)ccc1F	18%	6%	i	17%	9%	2%	2%	0	-1%
CC1CCN(S(=O)(=O)c2cccc(C(=O)NCc3ccco3)c2)CC1	7%	23%	i	-4%	-2%	5%	-2%	2	i
O=C(CNC(=O)c1ccc(Br)cc1)c1ccc(Br)cc1	2%	-8%	i	-4%	-8%	2%	-13%	11	0%
COCCOc1cc(COC)nc(-c2cccc(C)c2)n1	2%	4%	i	-4%	-11%	7%	0%	52	i
COc1ccc(C)cc1NC(=O)CN(c1ccc(C)cc1)S(C)(=O)=O	-10%	13%	i	6%	1%	17%	18%	-8	i
CCOC(=O)N1CCC(NC(=O)c2oc3c(c2C)-c2[nH]ncc2CC3)CC1	-7%	.	i	3%	15%	0%	-3%	7	0%
COc1cccc(/C=N/n2c(=S)n(C)c3cc(C)c(C)cc32)c1OC	1%	20%	i	1%	0%	-14%	-7%	12	?
COc1ccc(CNC(=O)[C@H](C)N2C(=O)N3CCc4c([nH]c5ccc(OC)cc45)[C@@]3(C)C2=O)cc1	21%	-4%	i	-4%	-13%	-2%	-1%	0	-36%[inhibitor]
Cc1ccc(C(=O)O)cc1NS(=O)(=O)c1ccc2ccccc2c1	12%	-15%	i	1%	-5%	-3%	-1%	1	i
(cont.)
SMILES	TDP-43 yeast inh	FUS suppressor	pAkt inh	aSyn rescue	GLP-1R inv ag	GLP-1R agonist	Abeta yeast res	DRD3 antagonist	PTHR1 ag
O=C1CC(C(=O)Nc2ccc(F)c(Cl)c2)N=C(N2CCCCC2)N1 (configuration not stated)	0%	8%	i	7%	21%	6%	15%	?	-22%[57.5 µM]
CC(=Cc1ccccc1)C=C1SC(=S)N(CCCC(=O)Nc2ccc(C(=O)O)cc2)C1=O	0%	14%	i	6%	9%	-1%	5%	-16	-68%[inhibitor]
Cc1ccc2nnn(Cc3cccc(C(C)(C)C)c3O)c2c1	?	28%	i	?	?	7%	2%	-13	-50%[inhibitor]
CCOC(=O)C1CCN(Cc2cnc(Oc3ccc(Cl)cc3C)s2)CC1	-9%	-5%	i	5%	-18%	1%	7%	-58*	-47%[inhibitor]
COc1ccc(C2(c3ccc(OC)cc3)NC(=O)N(CC(=O)Nc3ccccc3C)C2=O)cc1	-7%	?	i	-2%	?	2%	12%	-2	-4%
Oc1ccc2[nH]ccc2c1	-15%	-6%	i	-2%	2%	-5%	-22%	-17	-14%[57.5 µM]
CC(Oc1ccc2ccc(=O)oc2c1)C(=O)N1CCOCC1 (configuration not stated)	-19%	-21%	i	-4%	-13%	5%	-5%	2	i
COc1ccccc1NC(=O)c1cc(S(=O)(=O)N2CCN(c3ccccc3Cl)CC2)ccc1F	15%	10%	.	.	8%	.	12%	.	-16%
CC1=Nc2cc(C(=O)NCCCOC(C)C)ccc2Sc2ccc(C)cc21	16%	16%	i	9%	?	?	12%	-15	-17%
O=C(Nc1ccc2c(c1)OCCO2)c1ccc(Br)cc1	.	6%	i	0%	?	0%	?	3	-38%[inhibitor]
COc1cc(OC)c(OC)cc1CCC(C)NCCC(c1ccccc1)c1ccccc1 (configuration not stated)	-7%	0%	i	-1%	?	-1%	4%	-71*	-3%
Cc1cc(C)c(C(=O)COC(=O)Cn2nc(-c3ccccc3)oc2=O)cc1C	24%	17%	i	1%	6%	-14%	28%	7	i
Cc1ccc(N(C(=O)CNC(=O)c2ccco2)C(C(=O)NC2CCCC2)c2ccncc2)cc1F (configuration not stated)	-4%	-21%	i	-2%	14%	1%	-2%	-7	i
CC1CCC(C(C)C)C(OC(=O)Cn2c(-c3ccc(Cl)cc3)[n+](C)c3ccccc32)C1 (configuration not stated)	-17%	33%	i	-18%	10µM*	-2%	-18%	?	-39%[inhibitor]
Cc1nc(-c2cc(-c3nc(-c4ccc(C(F)(F)F)cc4)no3)no2)cs1	-5%	2%	i	-1%	10%	-5%	-11%	6	-45%
CC1(C)CC(=O)c2c(nn(-c3ccccc3)c2N)C1	-20%	-21%	i	-9%	13%	2%	4%	6	i
CC(O/N=C/c1ccccc1OC(F)F)C(=O)Nc1cccc(S(=O)(=O)N2CCOCC2)c1 (configuration not stated)	-8%	.	i	5%	-16%	7%	5%	14	i
Cc1coc(C)c1C(=O)CC1(O)C(=O)N(CCc2ccccc2)c2ccccc21 (configuration not stated)	25%	?	i	5%	0%	0%	6%	-12	-8%[57.5 µM]

By substructure: the compounds so far with fluorine
SMILES	TDP-43 yeast inh	FUS suppressor	pAkt inh	aSyn rescue	GLP-1R inv ag	GLP-1R agonist	Abeta yeast res	DRD3 antagonist	PTHR1 ag
CCOC(=O)[C@H]1[C@H]2COc3ccc(Cl)cc3[C@@H]2N2C(=O)c3ccc(F)cc3NC(=O)[C@@]12C	45%	-18%	i	2%	?	-1%	27%	-16	-50%[inhibitor]
Cc1ccc(-c2nc3c(c(=O)c4ccccc4n3C)c(=O)n2-c2ccc(F)cc2)cc1	-26%	3%	i	-5%	-1%	6%	-24%	-20	i
CCN(CC)S(=O)(=O)c1cc(C(=O)OCC(=O)Nc2cccc(Br)c2)ccc1F	18%	6%	i	17%	9%	2%	2%	0	-1%
O=C1CC(C(=O)Nc2ccc(F)c(Cl)c2)N=C(N2CCCCC2)N1 (configuration not stated)	0%	8%	i	7%	21%	6%	15%	?	-22%[57.5 µM]
COc1ccccc1NC(=O)c1cc(S(=O)(=O)N2CCN(c3ccccc3Cl)CC2)ccc1F	15%	10%	.	.	8%	.	12%	.	-16%
Cc1ccc(N(C(=O)CNC(=O)c2ccco2)C(C(=O)NC2CCCC2)c2ccncc2)cc1F (configuration not stated)	-4%	-21%	i	-2%	14%	1%	-2%	-7	i
Cc1nc(-c2cc(-c3nc(-c4ccc(C(F)(F)F)cc4)no3)no2)cs1	-5%	2%	i	-1%	10%	-5%	-11%	6	-45%
CC(O/N=C/c1ccccc1OC(F)F)C(=O)Nc1cccc(S(=O)(=O)N2CCOCC2)c1 (configuration not stated)	-8%	.	i	5%	-16%	7%	5%	14	i

From PubChem

A portion of the library. The share of hits here may be higher or lower than overall.
